Screening results as filed in PubChem.
PTHR1 agonist = qHTS for PTHR1 Agonists: Primary Screen. Parathyroid hormone/parathyroid hormone-related peptide receptor (Homo sapiens), Q03431. HEK293 GP2 PTHR1 cells, GloSensor cAMP luminescence, 1 h. Potency, µM (doses to about 115 µM), for inactives: at the highest dose activation, actives largely listed as activators. 0.075% of 410,000 active. AID 743266, 2014; further: potency means the concentration at half of the fitted maximal effect; nearly all actives have a fitted effect of over 55% in size; some results filed as inactive show a strong effect at the top dose; inactives centre near -15; many of its hits are not listed in these tables
Target sequence (Q03431 whole entry, looked up): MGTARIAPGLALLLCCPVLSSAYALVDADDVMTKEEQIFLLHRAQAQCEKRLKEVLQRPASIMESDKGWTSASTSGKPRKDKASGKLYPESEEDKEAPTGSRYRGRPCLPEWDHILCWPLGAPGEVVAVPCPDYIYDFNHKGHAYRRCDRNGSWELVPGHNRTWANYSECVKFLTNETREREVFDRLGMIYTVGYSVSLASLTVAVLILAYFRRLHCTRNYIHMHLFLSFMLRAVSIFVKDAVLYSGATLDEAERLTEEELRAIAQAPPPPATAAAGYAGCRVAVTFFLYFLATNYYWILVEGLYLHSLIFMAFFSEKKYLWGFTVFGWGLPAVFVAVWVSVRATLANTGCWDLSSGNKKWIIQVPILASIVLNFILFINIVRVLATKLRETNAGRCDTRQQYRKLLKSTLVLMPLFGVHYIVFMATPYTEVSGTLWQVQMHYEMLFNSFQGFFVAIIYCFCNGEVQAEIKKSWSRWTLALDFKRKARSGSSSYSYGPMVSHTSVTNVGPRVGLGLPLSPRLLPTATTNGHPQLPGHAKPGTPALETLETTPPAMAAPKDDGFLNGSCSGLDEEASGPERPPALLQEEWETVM
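HEK-293-derived GP2 cells expressing PTHR1 and a GloSensor cAMP reporter, 3,000/well, plated overnight, given luciferin plus IBMX (each 0.5 mM as added) for 1 h at 37 °C, then compound for 1 h at 37 °C. Luminescence was read after 15 min at room temperature.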
PLK1 PBD block = qHTS for Inhibitors of PLK1-PDB (polo-like kinase 1 - polo-box domain): Primary Screen | Serine/threonine-protein kinase PLK1 (Homo sapiens), P53350 | Potency, µM, without a hit: max response, negative = inhibition, hits mostly inhibitors | 2.8% of 360,000 active | Plk1 PBD binding of FITC phosphopeptide, fluorescence polarization; further: potency means the concentration at half of the fitted maximal effect; series mostly up to about 57 µM; on the % scale 0 is the no-effect control and ±100 the full control effect; nearly all actives have a fitted effect of over 65% in size
EPAC1 agonist = qHTS for Agonist of cAMP-regulated guanine nucleotide exchange factor 3 (EPAC1): primary screen | Rap guanine nucleotide exchange factor 3 (Homo sapiens), O95398 | EPAC1 agonist qHTS, biochemical assay; response scale: 100% = response to 6.5 mM cAMP | 0.073% of 360,000 active | Potency, µM (highest dose often 154 µM), inactives show top-dose activation, actives largely listed as activators; further: potency means the concentration at half of the fitted maximal effect; nearly all actives have a fitted effect of over 60% in size
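Compounds were pinned as a concentration titration into mixtures of EPAC1 (100 nM), BODIPY-GDP-loaded Rap1B (250 nM) and GDP (50 uM). After 5 min at room temperature, fluorescence was followed for 30 min; activity was scaled to 6.5 mM cAMP.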
GLP1R cytotox = qHTS of GLP-1 Receptor Inverse Agonists: Cytotox Screen; HEK293 cAMP-luciferase reporter cells, luminescence, 24 h; Potency, µM (series often up to 38.3 µM), for inactives: at the top dose activity change, negative = inhibition, usual class: inhibitors; 0.13% of 410,000 active;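 further: loss of luciferase light is scored as toxicity; potency means the concentration at half of the fitted maximal effect; on the % scale 0 is the no-effect control and ±100 the full control effect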
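Cells in DMEM/10% Nu serum/1% pen-strep, 1536-well format. Pre-incubated 12 h, dosed with 23 nL compound, incubated a further 24 h. Luciferase detection, 12 min at room temp, luminescence.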
IL-2 act = qHTS of IL-2 Activators; IL-2 activation reporter assay, cell-based qHTS; stimulated with anti-CD3/CD4/CD28 beads; in transgenic mouse T cells; 0.065% of 360,000 active; activation, % (series mostly up to about 46 µM); in the data active means activation above about 50%; inconclusive means mostly about 30% to 49%; further: 0% is about no effect
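Readout: EGFP and DsRed signals by fluorescent plate cytometry. Unstimulated transgenic mouse T cells received compound 60 min before antibody-bead stimulation, then incubated 18 h at 37 degrees C.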
GLP-1R agonist = qHTS of GLP-1 Receptor Agonists; Glucagon-like peptide 1 receptor (Homo sapiens), P43220; HEK293 GLP-1R CRE-luciferase, luminescence, 4-6 h; cells express a hypersensitive GLP-1R form; Potency, µM (highest dose often 45.6 µM), inactives show top-dose activation, actives largely listed as activators; 0.007% of 380,000 active; further: potency means the concentration at half of the fitted maximal effect; % of control where 0% means no effect
PI5P4K alpha inh = qHTS for Inhibitors of phosphatidylinositol 5-phosphate 4-kinase (PI5P4K); PI5P4Kalpha enzyme, ADP-Glo luminescence, 60 min; active compounds read low; max response, %; 1.2% of 330,000 active; AID 652105, 2013; active means max response of -50% or lower; inconclusive means between -30% and -50%; inactive means -30% or higher; further: value at the top dose of about 77 µM; on the % scale 0 is the no-effect control and ±100 the full control effect
Target sequence (P48426 whole entry, looked up): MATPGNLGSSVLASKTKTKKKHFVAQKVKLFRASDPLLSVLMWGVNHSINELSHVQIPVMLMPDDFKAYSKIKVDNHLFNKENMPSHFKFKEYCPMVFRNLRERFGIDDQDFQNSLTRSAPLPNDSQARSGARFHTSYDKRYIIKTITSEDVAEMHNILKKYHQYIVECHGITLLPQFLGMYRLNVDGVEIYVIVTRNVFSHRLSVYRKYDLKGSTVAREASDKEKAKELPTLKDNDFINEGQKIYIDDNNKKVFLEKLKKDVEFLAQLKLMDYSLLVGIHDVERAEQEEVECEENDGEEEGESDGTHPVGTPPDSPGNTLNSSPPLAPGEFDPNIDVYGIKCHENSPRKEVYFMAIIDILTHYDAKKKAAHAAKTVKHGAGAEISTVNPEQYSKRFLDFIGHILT
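Single end-point luminescence (ADP-Glo) quantified ADP from PI5P4Kalpha turnover; ATP 5 microM final, 1 h at RT, 0.1% CHAPS and 0.28 mM EGTA in HEPES pH 7.4.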
EPAC1 antag = qHTS for Antagonist of cAMP-regulated guanine nucleotide exchange factor 3 (EPAC1): primary screen; Rap guanine nucleotide exchange factor 3 (Homo sapiens), O95398; EPAC1 GEF assay, Rap1b-BODIPY-GDP exchange fluorescence; Potency, µM (titrated, usually from 115 µM), inactives show at the top dose activity change, negative = inhibition, hits mostly inhibitors; 0.14% of 360,000 active; AID 720709, 2013;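 further: potency means the concentration at half of the fitted maximal effect; plate controls were vehicle for no effect and positive control for full effect; nearly all actives have a fitted effect of over 50% in size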
GLP-1R inv ag = qHTS of GLP-1 Receptor Inverse Agonists (Inhibition Mode) | Glucagon-like peptide 1 receptor (Homo sapiens), P43220 | HEK293 GLP-1R CRE-luciferase, luminescence, 24 h; GLP-1R form is constitutively active | Potency, µM (highest dose often 38.3 µM), inactives show at the top dose activity change, negative = inhibition, usual class: inhibitors | 1.6% of 410,000 active; further: potency means the concentration at half of the fitted maximal effect; on the % scale 0 is the no-effect control and ±100 the full control effect; nearly all actives have a fitted effect of over 55% in size
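Constitutively active GLP-1R drives a cAMP-responsive luciferase in stably transfected HEK293 cells; test compounds are added after overnight (12 h) attachment and left 24 hr, and signal loss in luminescence marks inhibition.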
Numbers without * were called inactive; i = inactive; ? = inconclusive; · = no result given; [ ] = dose if it differs, or a comment. Unless noted, the call rests on the fitted dose curve; in most records, active means well fitted curve in the direction sought with a large enough effect; inconclusive means small, poorly fitted or top-dose-only effect, or another doubt; inactive means no such curve, though single readings can be large; an effect the other way counts as inactive or inconclusive.

SMILES	PTHR1 agonist	GLP-1R agonist	PI5P4K alpha inh	IL-2 act	EPAC1 agonist	GLP-1R inv ag	EPAC1 antag	GLP1R cytotox	PLK1 PBD block
N#CCCSCc1ccc(OCC(=O)O)cc1	i	0.1%	·	-1.0	6.4%	35.5%[activator]	2.6%	-10.4%	-3.9%
CC1CCN(c2ccc(C(=O)NCCc3ccccc3)cn2)CC1	-82.9%[inhibitor]	9.8%	·	-1.4	13.5%	-17.9%	-3.5%	14.1%	-13.2%
CCOCc1nnc(NC(=O)C2CC(=O)N(C3CCCC3)C2)s1 (stereo not drawn)	i	1.6%	3.7	0.0	1.4%	2.3%	21.4%	-1.3%	-23.4%
CC(=O)N1N=C(c2ccccc2)CC1c1ccc2c(c1)OCO2 (stereo not drawn)	-10.2%	8.6%	4.4	-0.1	12.6%	-20.7%	-9.8%	3.0%	-7.7%
CCCCOc1ccc(N(CC(=O)NCCOC)C(=O)CCC(=O)Nc2ccccn2)cc1	?	1.5%	-3.8	-0.1	6.8%	9.7%	-26.4%	14.9%	-5.0%
CCCCN(C(=O)Cn1ncc(Cl)c(Cl)c1=O)c1c(N)n(CC(C)C)c(=O)[nH]c1=O	-6.2%	0.2%	-52.1*	-2.7	-30.2%[inhibitor]	97.0%[activator]	?	-10.8%	?
CN(N=Cc1ccccc1O)c1ccc2ccccc2n1	i	-6.8%	24.5	-0.2	-9.4%	-9.6%	1.4%	-8.9%	-2.7%
CC1CCN(C(=O)c2[nH]cnc2C(=O)Nc2ccccc2F)CC1	-10.6%	-6.0%	3.6	-3.0	-10.3%	4.4%	-16.3%	1.7%	-14.9%
Cc1ccccc1C1NC(=S)NC2=C1C(=O)CCC2 (stereo not drawn)	i	0.9%	-1.5	-2.7	1.5%	1.7%	9.6%	-1.1%	-10.5%
COC(=O)CSc1nc(C)cc(C(F)(F)F)c1C#N	i	2.8%	-5.6	0.3	5.6%	30.5%	-11.0%	55.4%[activator]	-11.7%
CSc1cccc(NC(=S)N2CCC(N(C)C3CCCCC3C)CC2)c1 (stereo not drawn)	-4.3%	11.7%	-5.2	3.2	0.9%	?	-13.6%	15.3%	-11.4%
CC(C)Oc1cccc(C(=O)C2CCCN(Cc3cccn3-c3ccccn3)C2)c1 (stereo not drawn)	i	13.1%	-9.9	1.2	-3.5%	?	0.7%	?	2.5%
CCOC(=O)[C@@H]1[C@H]2COc3ccc(Br)cc3[C@@H]2N2C(=O)N(c3ccc(C)cc3)C(=O)[C@@]12C	-13.0%	-2.6%	0.7	0.4	0.7%	-3.7%	-7.7%	-2.9%	-13.1%
CCSc1nnc(Nc2ccccc2)s1	-28.8%	3.3%	-7.2	-2.4	-3.2%	9.7%	-8.7%	-0.2%	1.6%
COc1cccc(-c2nc(CS(=O)(=O)CC(=O)Nc3cc(OC)ccc3OC)c(C)o2)c1	i	2.8%	-0.3	0.5	-5.7%	12.5%	-26.5%	1.0%	-17.3%

More records
SMILES	PTHR1 agonist	GLP-1R agonist	PI5P4K alpha inh	IL-2 act	EPAC1 agonist	GLP-1R inv ag	EPAC1 antag	GLP1R cytotox	PLK1 PBD block
Nc1c(NC=O)c(=O)n(Cc2ccccc2)c(=O)n1Cc1ccccc1	i	1.4%	8.6	-1.1	5.9%	4.3%	0.8%	-6.2%	-0.6%
O=C(NCc1ccco1)/C(=C/c1ccc(F)cc1)NC(=O)c1ccccc1	-26.7%	10.2%	6.7	0.2	7.7%	9.3%	16.3%	12.7%	-3.1%
N#CC1(NC(=O)COC(=O)c2nc(Cl)c(Cl)c(N)c2Cl)CCCCC1	i	20.3%	-20.4	-1.0	?	10.1%	-8.9%	7.7%	1.8%
O=C(c1cccc(C(=O)N2CCN(c3ccccc3)CC2)c1)N1CCN(c2ccccc2)CC1	i	8.6%	·	-1.3	8.8%	-5.3%	7.7%	2.4%	-7.1%
O=c1c2c3c(sc2ncn1/N=C/c1ccco1)CCCC3	-3.6%[57.5 µM]	-2.5%	·	-0.9	11.2%	0.0%	5.8%	6.4%	-7.6%
O=C(NCc1nc(-c2ccccc2)no1)c1ccc(Br)o1	-25.9%	5.9%	·	1.5	5.7%	0.0%	12.2%	-12.7%	-6.9%
CC1CCCCN1C(=O)CSc1nnc(-c2ccco2)n1CC1CCCO1 (stereo not drawn)	-18.5%	-2.8%	·	-1.3	6.0%	4.4%	-1.6%	11.9%	-6.8%
O=C(c1cc(COc2cccc(C(F)(F)F)c2)on1)N1CCc2ccccc2C1	-23.1%	5.9%	-1.5	-1.0	0.9%	?	-21.4%	-7.5%	-8.5%
O=C(CCNC(=O)c1ccco1)Nc1ccc(OC(F)F)cc1	i	-0.2%	-2.5	-2.6	-4.8%	18.7%	-5.7%	-3.3%	-2.3%
Cn1c(=O)c2c(ncn2CC(=O)OCC(=O)NNC(=O)c2ccc(Cl)cc2)n(C)c1=O	i	-4.0%	-5.1	-0.5	-3.4%	3.3%	5.2%	-8.7%	-0.4%
N#CCCN1CCN(S(=O)(=O)c2ccc(S(=O)(=O)N3CCCC3)cc2)CC1	i	1.6%	-2.0	0.0	2.6%	9.2%	3.0%	-15.4%	-6.3%
Cc1sc2nc[nH]c(=S)c2c1-c1ccccc1	-8.4%	10.1%	-23.6	-0.2	3.7%	2.6%[0.307 µM]	-2.0%	-4.1%[0.307 µM]	?
C(=C\CSc1nnnn1-c1ccccc1)/CSc1nnnn1-c1ccccc1	-16.5%[57.5 µM]	1.0%	0.2	-0.4	5.0%	-4.2%	-0.3%	0.4%	-2.0%
O=C(NNC1=NS(=O)(=O)c2ccccc21)c1ccc(Cl)cc1	-23.7%	13.0%	-13.7	-1.3	-1.4%	-2.3%	4.0%	-5.8%	-10.6%
COc1ccc(C(=O)NCCn2ccc3ccccc32)cc1OC	i	12.3%	4.1	4.0	-3.3%	18.6%	-2.7%	1.0%	-12.0%

Next part
SMILES	PTHR1 agonist	GLP-1R agonist	PI5P4K alpha inh	IL-2 act	EPAC1 agonist	GLP-1R inv ag	EPAC1 antag	GLP1R cytotox	PLK1 PBD block
Cc1cccc(C(=O)OCC(=O)NC(=O)NC2CCCCC2)c1	-1.3%	-6.5%	2.7	0.0	8.7%	-13.2%	-6.5%	-13.2%	-0.7%
Cc1cccc(C(=O)Nc2cccc(NC(=O)c3ccccc3)c2)c1	i	6.9%	2.3	-0.1	4.4%	?	0.9%	-18.9%	-1.0%
Cc1ccccc1OCC(=O)OCC(=O)Nc1ncc(Cl)c(C)c1Cl	i	2.2%	-18.9	0.0	2.2%	7.7%	0.8%	0.0%	-25.9%
O=C(COC(=O)/C=C/c1ccc(Cl)cc1)NCCN1C(=O)CSC1=O	-23.9%	-2.4%	?	-0.9	-17.9%	-19.0%	-16.5%	0.0%	16.8µM*
COc1cc(C2OCC3C(c4ccc(OC5OC(CO)C(O)C(O)C5O)c(OC)c4)OCC23)ccc1O (stereo not drawn)	-23.2%	-2.4%	-8.0	0.3	-23.2%	-2.7%	-9.6%	2.7%	-3.5%
Cc1ccc(S(=O)(=O)N2CCCC2CNC(=O)C(=O)NC2CCCC2)cc1 (stereo not drawn)	-12.2%	9.7%	0.1	-1.6	5.7%	?	-0.5%	-15.1%	7.4%
C#CCN(C[C@@H]1[C@@H](OC(=O)NC2CC2)[C@@H](OC(=O)NC2CC2)Cn2c(=O)ccc(=O)n21)S(=O)(=O)c1ccc(C)cc1	-21.7%	-4.6%	-1.1	1.6	11.4%	?	-17.9%	-1.6%	?
O=C(Nc1cccc(C(=O)Nc2cccc(C(F)(F)F)c2)c1)c1ccc(=O)[nH]c1	i	4.2%	4.5	1.3	-8.3%	6.7%	-10.9%	1.0%	-0.7%
COc1ccccc1N1CCN(C(c2ccc(Cl)cc2)c2nnnn2C(C)(C)C)CC1 (stereo not drawn)	i	-14.6%	-4.9	-1.0	14.5%	?	4.3%	-5.9%	-9.5%
O=C(COC(=O)Cc1ccc(Cl)cc1)Nc1ccc(OC(F)F)cc1	-8.0%	-0.6%	2.2	-2.6	-11.6%	8.1%	-7.8%	-3.3%	?
CC(C)(C)OC(=O)CNC(=O)c1nc[nH]c1C(=O)N1CCNCC1	-23.5%	-3.4%	-1.9	3.1	-7.7%	8.7%	-8.6%	-22.4%	0.0%
COc1cccc(C2(O)CCN(C(=O)C(C)C)CC2)c1	i	-0.6%	-1.1	1.1	4.7%	1.2%	-18.5%	-8.3%	-3.6%
Cc1oc2c(c(C)cc3oc(=O)c(CC(=O)NCCC(=O)O)c(C)c32)c1C	-9.0%	5.1%	7.5	-0.4	5.4%	24.2%	-5.6%	16.3%	-13.1%
CN1C(=S)SC(/[N+]([O-])=C\c2ccc(Cl)cc2)C1(C)C (stereo not drawn)	-11.5%[57.5 µM]	-14.5%	1.2	-1.9	0.0%	-1.6%	0.0%	1.6%	-7.5%
COCC(=O)NNC(=O)Cc1ccc(Cl)cc1	i	-4.7%	-4.4	0.6	-3.8%	8.5%	6.3%	0.5%	-5.3%

The list is partial, so the mix of outcomes need not match the whole.
